Screening data (PubChem BioAssay)
Arr AP2 block – inhibitors of beta-arrestin/AP2 binding, primary screen, biochemical, GPCR trafficking, flow cytometry | beta-arrestin 1 C-terminal peptide binding to AP2 beta2-adaptin appendage (human) | FITC-arrestin peptide / GST-AP2 beads; AP2 beta2 appendage carries R879A mutation | inhibition, % at 10 µM | 340,000 compounds, 0.31% hits | AID 504490, 2011;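 active means inhibition above a set limit, near 3 SD of compounds lacking own fluorescence, cut at about 54% in these data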;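 further: plate controls were DMSO wells for no effect and 5 µM unlabelled arrestin peptide for full effect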
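System: GST-AP2 R879A glutathione beads; medium: PBS, Tween 20 0.05%, BSA 0.1%; reagent: fluorescein-tagged arrestin peptide at 50 nM final; schedule: pre-incubation 12 min, peptide binding 1 h, room temperature; detection: flow cytometry, FL1 (488/535 nm); read-out: inhibition as reduced fluorescein signal on beads, percent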
Pemphigus Ab inh – inhibitors of pemphigus antibody binding to DSG3, primary screen, biochemical, bead-based, flow cytometry, scFv-GFP. Desmoglein-3 (Homo sapiens), P32926. DSG3-coupled beads, scFv-anti-DSG3-GFP binding; active compounds read low. binding (percent of control), % at 10 µM. 310,000 compounds, 0.48% hits;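 active means binding more than 3 SD below its plate's average and above zero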;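 further: hits lower antibody fragment binding to DSG3; some compounds called inactive have numbers as strong as hits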
HTR5A inv ag – HTR5A inverse agonists in luminescence cell assay, primary screen, counter-screen for OPRM1-OPRD1 heterodimer inverse agonist project, full-deck HTS. AID 504634, 2011. HTR5A cell line, inverse agonism. inhibition, % at 9.3 µM. 340,000 compounds, 0.083% hits; in the data active means inhibition mostly above about 23%, no sharp cut-off; inactive means mostly below about 18%;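 further: 0% = cells with DMSO and 100% = no-cell wells with DMSO; some compounds called inactive have numbers as strong as hits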
HTR5A ag ctr – HTR5A agonists in luminescence cell assay, primary screen, counter-screen for OPRM1-OPRD1 heterodimer agonist project, full-deck HTS. 5-hydroxytryptamine receptor 5A (Homo sapiens), P47898. cell-based. activation, % at 9.3 µM. 340,000 compounds, 0.61% hits; in the data active means activation mostly above about 9.5%, no sharp cut-off; inactive means mostly below about 7.6%;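 further: 0% = cells with vehicle only and 100% = reference agonist; strong numbers were not always called active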
PKA-R2B act – activators of PKA-R2B holoenzyme, primary screen, biochemical, fluorescence polarization, Cy5-IP20, human; 340,000 compounds, 0.079% hits; PKA-R2B holoenzyme dissociation; R2B truncated from residue 108, S112A mutant; 0% DMSO only, 100% 113 µM cGMP; activation, % at 11.4 µM; AID 504700, 2011; cAMP-dependent protein kinase catalytic subunit beta (Homo sapiens) + cAMP-dependent …;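 active means activation above a cutoff set at the mean over all compounds plus 3 SD, cut at about 18% in these data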;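 further: higher means more holoenzyme dissociation and a rise in polarization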
DAGLB inh – DAGLB lipase inhibitors, primary screen, biochemical, fluorescence, HTS; Diacylglycerol lipase-beta (Homo sapiens), Q8NCG7; HEK293T DAGLB membrane lysate, EnzChek fluorogenic substrate; inhibition, % at 5.17 µM; 340,000 compounds, 0.059% hits; AID 504411, 2011; in the data active means inhibition above about 34%;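 further: 0% = enzyme with vehicle and 100% = wells lacking enzyme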
OPRM1-OPRD1 ag – agonists of OPRM1-OPRD1 heterodimerization, primary screen, cell-based, luminescence; 340,000 compounds, 0.3% hits; activation, % at 9.3 µM; cells; Mu-type opioid receptor (Homo sapiens) + Delta-type opioid receptor (Homo sapiens), …; AID 504326, 2011; in the data active means activation above about 18%;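 further: 0% = vehicle-treated cells and 100% = reference agonist; values of inactives mirror those of a sister screen read the other way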
Target sequence (P35372 whole entry, looked up): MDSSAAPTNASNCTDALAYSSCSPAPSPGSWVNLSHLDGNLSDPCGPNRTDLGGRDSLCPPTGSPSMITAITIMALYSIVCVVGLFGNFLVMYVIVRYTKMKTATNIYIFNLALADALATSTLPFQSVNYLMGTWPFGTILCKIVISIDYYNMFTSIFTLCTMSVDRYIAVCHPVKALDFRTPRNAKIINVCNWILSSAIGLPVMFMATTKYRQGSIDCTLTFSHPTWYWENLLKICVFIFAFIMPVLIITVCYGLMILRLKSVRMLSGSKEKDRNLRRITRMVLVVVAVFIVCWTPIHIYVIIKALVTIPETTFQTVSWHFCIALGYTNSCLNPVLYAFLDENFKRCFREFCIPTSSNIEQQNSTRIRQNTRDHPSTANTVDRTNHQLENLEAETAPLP
Target sequence (P41143 whole entry, looked up): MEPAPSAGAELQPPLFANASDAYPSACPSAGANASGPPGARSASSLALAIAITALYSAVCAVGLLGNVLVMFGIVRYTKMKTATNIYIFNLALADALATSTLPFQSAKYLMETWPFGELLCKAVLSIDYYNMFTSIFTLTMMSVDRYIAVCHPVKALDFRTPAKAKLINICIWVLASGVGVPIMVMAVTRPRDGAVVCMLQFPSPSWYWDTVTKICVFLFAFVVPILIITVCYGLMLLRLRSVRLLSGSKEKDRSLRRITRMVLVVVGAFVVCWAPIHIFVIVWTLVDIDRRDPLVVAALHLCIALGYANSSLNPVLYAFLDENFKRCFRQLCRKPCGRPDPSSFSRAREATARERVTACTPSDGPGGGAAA
V-ATPase pH – regulators of yeast V-ATPase proton pumping, primary screen, pHLuorin cytosolic pH fluorescence; S. cerevisiae; response, % at 10 µM; 350,000 compounds, 0.37% hits; AID 504577, 2011; in the data active means response mostly above about 7.3%, no sharp cut-off; inactive means mostly below about 5.4%; further: actives read high; inactives centre near 0; some compounds called inactive have numbers as strong as hits; reference of the scale not given here
OPRM1-OPRD1 inv – inverse agonists of MOR-DOR heterodimerization, primary screen, cell-based, luminescence; Mu-type opioid receptor (Homo sapiens) + Delta-type opioid receptor (Homo sapiens), …; cell-based MOR-DOR heterodimer luminescence, inverse agonism; inhibition, % at 9.3 µM; 340,000 compounds, 0.21% hits; in the data active means inhibition above about 22%, passing the limit was not always enough;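 further: 0% = cells with DMSO and 100% = wells without cells with DMSO; values of inactives mirror those of a sister screen read the other way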
PKA-R1A act – activators of PKA-R1A holoenzyme, primary screen, biochemical, fluorescence polarization, Cy5-IP20, bovine R1A, mouse PKAc; cAMP-dependent protein kinase type I-alpha regulatory subunit (Bos taurus) + …; PKA-R1A dissociation; scaled: DMSO 0%, 113 µM cGMP 100%; activation, % at 11.4 µM; 340,000 compounds, 0.083% hits;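 active means percent activation above the mean of all tested compounds plus 3 SD, cut at about 19% in these data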;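 further: higher means more PKAc released from R1A so a rise in polarization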
Numbers without * were called inactive; / = not tested or not shown.

SMILES | Arr AP2 block | Pemphigus Ab inh | HTR5A inv ag | HTR5A ag ctr | PKA-R2B act | DAGLB inh | OPRM1-OPRD1 ag | V-ATPase pH | OPRM1-OPRD1 inv | PKA-R1A act
COc1ccc(N2CCOCC2)c(NC(=O)c2cccs2)c1 | -5 | 102 | 0 | 0 | 5 | -2 | -1.6 | 2 | 9 | 1
COCCN1CCN(C(=O)c2ccc3nc(Cc4ccc(OC)c(OC)c4)oc3c2)CC1 | 7 | 112 | -6 | 2 | -6 | -1 | 0.7 | -2 | -3 | -11
CN(C(=O)COC(=O)c1cnc(Cl)c(Cl)c1)C1CCS(=O)(=O)C1 (stereo not drawn) | -13 | 97 | -23 | -2 | -5 | -1 | -1.6 | 5 | 9 | 3
O=C(Nc1nccs1)c1cc(-c2ccccc2)nn1-c1ccccc1 | 7 | 106 | 8 | -3 | 6 | -2 | -0.9 | 2 | 5 | 2
COc1ccc2oc(C(=O)OCC(=O)NCCN3C(=O)CSC3=O)c(C)c2c1 | -7 | 87 | -1 | 2 | 3 | -1 | -0.7 | 1 | 5 | -1
Cc1c(C(=O)NCc2ccccn2)oc2ccc(S(=O)(=O)N3CCOCC3)cc12 | 10 | 94 | 3 | 4 | -10 | 0 | -2.1 | 0 | 11 | 4
O=C(NCc1cccnc1)C1CC(=O)N(c2ccc(Cl)cc2)C1 (stereo not drawn) | -1 | / | -5 | -3 | 12 | -1 | -0.5 | -4 | 3 | 2
O=C1CC(N(CCc2ccccc2)C(=S)Nc2ccccc2)C(=O)N1c1ccccc1 (stereo not drawn) | 22 | / | -11 | 3 | -1 | -9 | 8.6 | -1 | -47 | 0
CC(NC(=O)CNC(=O)c1sc2ccccc2c1Cl)c1cccnc1 (stereo not drawn) | -1 | 98 | -6 | 2 | -3 | -2 | -2.1 | -4 | 11 | -2
COC(=O)Nc1ccc(S(=O)(=O)N2CCCC(C(=O)N3CC(C)OC(C)C3)C2)cc1 (stereo not drawn) | -19 | 96 | -2 | 1 | -1 | -1 | -1.2 | -1 | 6 | -4
Cc1cc(C)cc(NC(=O)CCN2CCCC2)c1 | -5 | 103 | -11 | 7 | -3 | 2 | -1.2 | -1 | 7 | -1
COc1ccc(C(=O)NCCn2ccc3ccccc32)c(OC)c1 | -1 | 100 | 11 | 2 | 2 | -2 | -0.6 | 0 | 4 | 1
CSc1nc2cc(C)nn2c(-c2ccc(C(C)(C)C)cc2)c1C#N | 13 | 93 | 14 | 1 | -4 | -2 | -1.0 | -31 | 5 | -5
O=C(O)CSc1cc(C(=O)c2cc(F)ccc2O)cn2c(=O)c3c(-c4ccccc4)csc3nc12 | 27 | 97 | 15 | 2 | 1 | 11 | -0.9 | 5 | 5 | -3
CC(=O)c1ccc(NC(=O)COC(=O)C2C3CC4OC(=O)C2C4C3)cc1 (stereo not drawn) | 5 | 102 | -25 | -1 | -5 | -2 | 1.6 | -4 | -13 | 2
Cn1c(SCC(=O)c2ccccc2F)nnc1C1CC1 | -5 | 104 | -22 | -3 | 5 | -5 | -2.5 | 3 | 15 | -11
COc1ccc(C(=O)Nc2cccc(/C(C)=N/NC(=O)c3ccc([N+](=O)[O-])c(C)c3)c2)cc1OC | -1 | 88 | -44 | 1 | -5 | -7 | 0.9 | 2 | -5 | 4
CN(C)/C=C1\C(=O)N(c2ccc(Cl)c(Cl)c2)CS1(=O)=O | 12 | 90 | -18 | 7 | 10 | 2 | -0.3 | 3 | 2 | -18
CCOc1ccc(C(=O)NCC(C)C)cc1 | 9 | 101 | -25 | 9 | -5 | -4 | 0.7 | 7 | -4 | -3
COc1ccc(C(=O)Nc2ccc3c(c2)OCCO3)cc1 | -9 | 122 | 19 | -2 | 2 | -1 | -2.3 | 1 | 13 | -7

Record cards, from the list above:
Shown for Cn1c(SCC(=O)c2ccccc2F)nnc1C1CC1 → Arr AP2 block = -5; Pemphigus Ab inh = 104; HTR5A inv ag = -22; HTR5A ag ctr = -3; PKA-R2B act = 5; DAGLB inh = -5; OPRM1-OPRD1 ag = -2.5; V-ATPase pH = 3; OPRM1-OPRD1 inv = 15; PKA-R1A act = -11
Shown for COc1ccc(C(=O)NCCn2ccc3ccccc32)c(OC)c1 → Arr AP2 block = -1; Pemphigus Ab inh = 100; HTR5A inv ag = 11; HTR5A ag ctr = 2; PKA-R2B act = 2; DAGLB inh = -2; OPRM1-OPRD1 ag = -0.6; V-ATPase pH = 0; OPRM1-OPRD1 inv = 4; PKA-R1A act = 1

(next part)
SMILES | Arr AP2 block | Pemphigus Ab inh | HTR5A inv ag | HTR5A ag ctr | PKA-R2B act | DAGLB inh | OPRM1-OPRD1 ag | V-ATPase pH | OPRM1-OPRD1 inv | PKA-R1A act
CNc1c([N+](=O)[O-])cnn1-c1cccc(Cl)n1 | 38 | 102 | 1 | 0 | 6 | -3 | -1.0 | 1 | 6 | -10
CCOc1ccc(NC(=O)CSc2nnc(Cc3ccccc3)c(=O)n2N)cc1 | -3 | 102 | -7 | 1 | 5 | 1 | -0.8 | 0 | 4 | -6
CSCCC(NC(=O)COc1ccccc1)C(=O)N1CCN(c2ccccc2F)CC1 (stereo not drawn) | 2 | 86 | 17 | 0 | -1 | -4 | 1.9 | 0 | -10 | -5
COc1cc(C2NC(=S)NC(c3ccccc3)=C2C(C)=O)cc(Br)c1OCC(N)=O (stereo not drawn) | -1 | 97 | 2 | -1 | 3 | -1 | -2.5 | 2 | 13 | -4
COc1cccc(CNC(=O)CCNS(=O)(=O)c2cccc3nsnc23)c1 | 37 | 98 | 11 | 2 | -10 | -2 | -1.9 | 6 | 10 | -1
c1ccc(CCc2nn3c(Cn4nnc5ccccc54)nnc3s2)cc1 | 4 | 99 | 17 | 6 | -8 | 0 | -3.1 | -3 | 18 | 8
O=C(CNC(=O)c1ccc(F)cc1)N/N=C/c1cn[nH]c1-c1ccccc1 | -3 | 79 | 15 | 0 | -15 | 0 | -1.3 | 1 | 6 | -4
CCC(=O)Nc1ccc(C(=O)NNC(=O)Cc2ccccc2)cc1 | -5 | / | -4 | -3 | -1 | 0 | -2.4 | -1 | 12 | -6
O=C(Nc1ccccc1N1CCN(c2ccccc2)CC1)C1CCCCC1 | 38 | 112 | 11 | 3 | -1 | -1 | -1.8 | -9 | 11 | -11
O=C(Nc1ccc(S(=O)(=O)N2CCCCC2)cc1)C1CC(=O)N(c2ccc(F)cc2)C1 (stereo not drawn) | -5 | / | 4 | -1 | 7 | 0 | 1.5 | 0 | -11 | 6
O=C(NCc1ccc(OC(F)(F)F)cc1)C12CN(Cc3ccccc3)CC1C(c1cccc([N+](=O)[O-])c1)=NO2 (stereo not drawn) | 26 | 103 | 6 | -3 | -15 | -11 | -5.3 | -1 | 25 | 0
O=C(NC(=S)Nc1ccc(CN2CCOCC2)cc1)c1ccc([N+](=O)[O-])cc1 | 5 | 102 | 11 | -4 | 3 | -1 | 2.7 | 0 | -19 | 8
Cc1nc2ccc(NC(=O)N3CCOCC3)cc2s1 | 0 | 102 | -40 | 3 | -2 | -3 | 0.4 | 1 | -2 | 9
COC(=O)c1cc(NC(=O)COC(=O)C2CCC2)cc(C(=O)OC)c1 | 29 | 103 | -24 | 8 | -5 | -3 | -0.4 | 1 | 3 | 0
O=C(COC(=O)C(Cc1ccccc1)NC(=O)c1ccco1)NC1CC1 (stereo not drawn) | -5 | / | 1 | 0 | 1 | -3 | -1.8 | 4 | 9 | -2
O=C(Nc1nnc(SCc2c(Cl)cccc2Cl)s1)C1CCCO1 (stereo not drawn) | 27 | 101 | -12 | 0 | -10 | 0 | 0.2 | 0 | -1 | -21
O=C(c1ccccc1)N1N=C(C(F)(F)F)CC1(O)c1ccccc1 (stereo not drawn) | 16 | 110 | -32 | 3 | -10 | -5 | 6.8 | -3 | -35 | 1
Cc1cccc(NC(=O)C2CC(=O)OC23CCCC3)c1 (stereo not drawn) | 1 | / | -35 | 4 | 1 | 2 | -1.4 | 2 | 9 | 4
O=C1CCC(=O)N1c1ccccc1OS(=O)(=O)c1ccccc1 | 34 | 107 | -7 | 5 | -5 | 0 | -2.3 | -1 | 12 | 3
O=C(COC(=O)/C=C/c1cccc(F)c1)NNC(=O)c1ccccc1 | -1 | 99 | -24 | 0 | 9 | 0 | 1.1 | 0 | -5 | 0
CC(=O)N1N=C(c2ccc(NS(=O)(=O)c3ccccc3)cc2)CC1c1ccco1 (stereo not drawn) | -8 | 104 | 15 | -6 | -5 | 0 | -2.9 | 5 | 12 | -6
O=C(Nc1ccc(Cl)c(C(F)(F)F)c1)c1ccncc1 | -24 | 108 | 0 | 0 | -10 | -2 | 4.7 | 0 | -25 | -11
Cc1ccccc1OCCC(=O)OCC(=O)N(C)c1c(N)n(Cc2ccccc2)c(=O)[nH]c1=O | -2 | 106 | 15 | 1 | -3 | 2 | -2.2 | 5 | 12 | 1
CCN1C(=O)[C@@H]2[C@@H](c3ccc(-c4ccc(F)cc4)cc3)N3CCCC[C@@]3(C(=O)OC)[C@@H]2C1=O | 5 | 100 | 2 | 3 | 3 | -5 | -2.3 | 2 | 11 | -14
COc1ccc(-n2c(Cc3cccn3C)nnc2SCC(=O)NCc2ccc(F)cc2)cc1 | -2 | 115 | 4 | -2 | -5 | 0 | -3.4 | -2 | 17 | -10
Cc1ccc(-c2cc(C(=O)Nc3ccc(S(=O)(=O)Nc4onc(C)c4C)cc3)c3ccccc3n2)cc1 | 5 | 103 | -2 | -6 | -2 | 12 | 0.0 | 4 | 0 | -1
CCOC(=O)CN1C(=O)C2Cc3ccccc3CN2C1=S (stereo not drawn) | 29 | 106 | -2 | -2 | 3 | -2 | -2.0 | -3 | 12 | -2
CC(=O)Nc1c(O)n(C)c2ccccc12 | 16 | 104 | 20 | 2 | -8 | 0 | -0.8 | -5 | 5 | -6
Cc1cccc(/C=C/C(=O)c2cc(Br)ccc(=O)c2O)c1 | 24 | 97 | 2 | -1 | 6 | 19 | 9.6 | 11 | -52 | -1
O=C(NCC1COc2ccccc2O1)c1cccc(S(=O)(=O)NCc2ccccc2)c1 (stereo not drawn) | 7 | 106 | 2 | -1 | 7 | -1 | 0.2 | -1 | -1 | -5
Cc1cccc(OCc2nnc(SCC(=O)O)n2-c2ccccc2)c1 | -1 | 116 | 8 | -2 | -3 | -1 | -0.1 | 0 | 1 | -7
